Source: PubChem BioAssay
POLH inh: DNA polymerase eta (human) inhibition | Q9Y253 | recombinant Pol eta, fluorescent DNA replication assay | Potency, µM (titrated, usually from 114 µM), without a hit: at the top dose activity change, negative = inhibition, most hits filed as inhibitors | 390,000 compounds, 1.2% hits | AID 588591; also: % is scaled to controls: 0 for no effect and ±100 for the full control effect
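Pol eta (10 nM) was preincubated with compounds for 15 min at room temperature, after which fluorescent replication substrate (50 nM final) was added to start the reaction. Fluorescence was read kinetically at 0 and 10 min.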
POLK inh: blocks human DNA polymerase kappa activity | AID 588579 | purified Pol kappa, fluorescent DNA synthesis assay, 10 min | 400,000 compounds, 0.53% hits | Q9UBT6 | Potency, µM (doses to about 107 µM), inactives show at the top dose activity, negative = inhibition, actives largely listed as inhibitors; also: % is scaled to controls: 0 for no effect and ±100 for the full control effect
Target sequence (Q9UBT6 whole entry, looked up): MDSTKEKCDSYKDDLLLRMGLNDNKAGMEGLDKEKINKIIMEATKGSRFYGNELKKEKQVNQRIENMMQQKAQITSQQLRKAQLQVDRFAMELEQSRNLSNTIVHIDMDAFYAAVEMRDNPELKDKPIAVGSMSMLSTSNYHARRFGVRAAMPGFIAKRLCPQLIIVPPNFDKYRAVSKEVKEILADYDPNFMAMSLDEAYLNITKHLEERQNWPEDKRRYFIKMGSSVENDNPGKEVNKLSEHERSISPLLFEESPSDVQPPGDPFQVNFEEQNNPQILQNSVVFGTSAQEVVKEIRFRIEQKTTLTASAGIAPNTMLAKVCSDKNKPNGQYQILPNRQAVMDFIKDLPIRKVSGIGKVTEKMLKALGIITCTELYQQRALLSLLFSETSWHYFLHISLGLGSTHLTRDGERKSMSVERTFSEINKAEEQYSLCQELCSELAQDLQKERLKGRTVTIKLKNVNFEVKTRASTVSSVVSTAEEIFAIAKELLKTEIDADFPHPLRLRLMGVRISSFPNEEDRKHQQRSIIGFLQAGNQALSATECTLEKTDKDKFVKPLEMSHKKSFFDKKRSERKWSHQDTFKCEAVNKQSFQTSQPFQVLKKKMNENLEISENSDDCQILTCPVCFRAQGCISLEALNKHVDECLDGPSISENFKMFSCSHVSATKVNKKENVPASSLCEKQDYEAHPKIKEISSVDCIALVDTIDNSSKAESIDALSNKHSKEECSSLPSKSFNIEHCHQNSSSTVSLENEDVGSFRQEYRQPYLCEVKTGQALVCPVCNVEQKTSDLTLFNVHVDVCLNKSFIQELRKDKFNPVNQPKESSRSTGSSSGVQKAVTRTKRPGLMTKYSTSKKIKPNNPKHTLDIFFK
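First, compounds were pin-transferred onto 10 nM Pol kappa. After 15 min at room temperature, substrate was added to 50 nM final. Fluorescence was then measured kinetically at 0 and 10 min.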
POLI inh: inhibitors of human DNA polymerase iota; Q9UNA4; Pol iota fluorescent replication assay, 10 min; Potency, µM (highest dose often 115 µM), for inactives: at the top dose activity, negative = inhibition, most hits filed as inhibitors; 390,000 compounds, 1% hits
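Pol iota at 10 nM preincubated 15 min with compounds at room temperature; reaction started with fluorescent substrate, 50 nM final. Fluorescence read kinetically at 0 and 10 min; buffer-only wells as negative control.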
Active calls of the source: *; ? = inconclusive; · = not tested or not shown; & = joins results of further samples; [ ] = another dose, or the depositor's remark. Calls follow the shape of the dose curve; as a rule, active = well fitted inhibition curve with a large enough effect; inconclusive = small, poorly fitted or top-dose-only effect, or another doubt; inactive = no such curve, though single readings can be large or run the other way. Potency is read from the fitted curve at half-maximal effect. Only part of the results is shown; count on the stated rates, not on these rows.

POLH inh | POLK inh | POLI inh | SMILES
12.6µM* | -170.3% | · | O=S(=O)(O)c1cc(Cl)cc(N=Nc2ccc(O)cc2O)c1O
-5.6% | -11.6% | 84.5%[activator] | NC1=NC(=O)/C(=C/C=C/c2cccs2)S1
-14.1% | 5.2% | 23.2% | c1ccc2c(c1)-c1ccccc1C2N1CCOCC1
-10.2% | -9.5% | 9.2% | COc1ccc(C(=O)C(C)C(C)=O)c(OCc2ccccc2)c1OC (stereo unspecified)
-4.7% | -13.7% | 1.3% | Cc1ccc2sc(C)cc(=O)c2c1
-4.4% | 2.0% | -24.1% | CN1CC[C@@H]2C(=O)N3CCc4ccc(Br)cc4[C@@H]3C[C@@H]21
-3.3% | -3.2% | -10.2% | CCCCN(C(C)=O)c1ccc2c(c1)C1CC2CCN1C(=O)OCc1ccccc1 (stereo unspecified)
-15.9% | -12.8% | 9.9% | N#CC(=Nc1ccccc1)c1ccccc1
-9.1% | -1.3% | -28.5% | O=[N+]([O-])c1cccc(CN2[C@@H](Cc3ccccc3)COCCS2(=O)=O)c1
-9.8% | -3.3% | 21.8% | CN(C(=O)c1cccc(NC(=O)Cc2ccc(NC(=O)C3CCN(S(=O)(=O)c4cccc([N+](=O)[O-])c4)CC3)cc2)c1)C1CCC1
44.1%[activator] | -6.1% | 8.0% | O=C(c1cnn2c(-c3ccccc3)cc(-c3ccccc3)nc12)N1CCN(Cc2ccccc2)CC1
-14.0% | 1.4% | ? | CCN1CCN(CC(=O)Nc2cccc(C)c2)C(=O)C1=O
6.2% | -8.5% | ? | O=C(CCCCC(=O)Sc1ccccc1)Sc1ccccc1
? | -15.3% | ? | O=S(=O)(O)c1cc2onnc2c2ccccc12
6.0% | -15.6% | 18.3% | O=C(c1ccccc1)N1CCN(C(=O)c2ccncc2)CC1
-8.4% | -14.4% | 23.8% | OCc1ccccc1CN1CCCCCC1
-11.7% | -11.4% | ? | COC1=C(C)C(=O)C2=C(C1=O)C1C3CC4=C(C(=O)C(OC)=C(C)C4=O)C(CNC(=O)C(C)=O)N3C(C#N)C(C2)N1C (stereo unspecified)
-1.5% | -8.7% | 8.3% | CN(c1ccccc1)S(=O)(=O)CS(=O)(=O)N(C)c1ccccc1
28.2µM* | -21.7% | ? | Cc1c(N)cc(S(=O)(=O)O)cc1NC(=O)c1cccc([N+](=O)[O-])c1
-12.7% | -4.5% | 6.5% | O=C(OCC(=O)N(CCc1ccccc1)Cc1ccccc1)c1cccc(O)c1
-19.9% | -24.8% | 28.5% | Cc1ccc(NC(=S)N2CCC(C(=O)c3ccc(F)cc3)CC2)cc1C
3.98µM* | -31.7% | 4.47µM* | COCC(=O)OC1CCn2c1nc1c2C(=O)C(C)=C(NC(C)=O)C1=O (stereo unspecified)
-1.0% | -18.6% | 19.0% | CCCCn1c(N)c(N(CC)C(=O)CN2C(=O)NC(C)(c3ccccc3)C2=O)c(=O)[nH]c1=O (stereo unspecified)
-14.6% | 8.7% | -5.3% | COc1ccc(S(=O)(=O)N2CCC3CC2c2cc(N4CCOCC4)ccc23)cc1 (stereo unspecified)
89.1µM* | 8.4% | ? | COc1cc2c(O)cc(C(=O)O)c(-c3cc(OC)c(OC)c(OC)c3)c2cc1OC
-9.2% | -1.7% | -7.3% | CN(C)C(CNC(=O)C1CCN(S(=O)(=O)c2cc(Cl)ccc2Cl)CC1)Cc1ccccc1 (stereo unspecified)
-10.5% | -12.5% | -21.2% | CCc1c(C2(O)CCCCC2)[nH]c2ccc(C#N)cc12
2.2% | -12.8% | 2.1% | COc1ccc(CCNC(=O)c2cccc([N+](=O)[O-])c2)cc1OC
-3.7% | -11.0% | -24.3% | CCn1c(SCCN2CCCCC2)nc2c1c(=O)n(C)c(=O)n2C
2.9% | 1.0% | 17.9% | CCCCCn1c(=O)[nH]c2cc(C(=O)NCCN3CCOCC3)ccc2c1=O

Molecules from the list above that contain a Cl atom:
POLH inh | POLK inh | POLI inh | SMILES
12.6µM* | -170.3% | · | O=S(=O)(O)c1cc(Cl)cc(N=Nc2ccc(O)cc2O)c1O
-9.2% | -1.7% | -7.3% | CN(C)C(CNC(=O)C1CCN(S(=O)(=O)c2cc(Cl)ccc2Cl)CC1)Cc1ccccc1 (stereo unspecified)

Later entries.
POLH inh | POLK inh | POLI inh | SMILES
-25.9% | -6.6% | -2.8% | O=C(c1cccs1)c1ccccc1Cc1cccs1
-10.2% | -1.5% | ? | CCCCn1c(N)c(N(CCOC)C(=O)CCNC(=O)NC23CC4CC(CC(C4)C2)C3)c(=O)[nH]c1=O
29.0% | -19.3% | 57.6%[activator] | O=C(N/N=C/c1cc(Br)c(O)c([N+](=O)[O-])c1)C(O)(c1ccccc1)c1ccccc1
-9.3% | -2.8% | 22.1% | Nc1[nH][nH]c(=O)c1N=Nc1ccccc1
-14.0% | -9.7% | 10.3% | Cc1ccc(S(=O)(=O)N2CC(O)C[C@H]2C(=O)OCC(=O)N2CCN(c3ccc(F)cc3)CC2)cc1C (stereo partly specified)
-14.9% | -1.2% | 17.6% | CC1CCCCCCC1OC(=O)c1ccccc1C(=O)O (stereo unspecified)
-11.8% | -7.0% | 6.1% | CN(C(=O)c1ccc(NC(=O)Cc2ccccc2)cc1)c1ccccc1
-4.5% | -18.2%&1.9% | -8.9%&38.3% | O=C(O)C[C@H]1c2ccc(C(F)(F)F)cc2S(=O)(=O)N1C1CCCCC1
-6.8% | 1.1% | 7.1% | Cc1ccc(-c2cc3nc4c(c(=O)n3[nH]2)CCCC4)cc1
-4.9% | -3.9% | 173.8%[activator] | CCOc1ccccc1Nc1cc(C)nc2ccc(C)cc12
-19.7% | 3.9% | 9.0% | C=C1CCN(c2ccc(C(=O)NCCC)cc2[N+](=O)[O-])CC1
-7.5% | -14.0% | -23.8% | CC(=O)Nc1ccc(C=NN=C2c3ccccc3-c3ccccc32)cc1
-17.9% | -5.9% | -18.1%[58.9 µM] | COc1ccc(OC)c(S(=O)(=O)Nc2cccc(O)c2)c1
0.8% | -14.9% | -10.4% | O=C(NCc1ccncc1)C(=O)NCC1OCCN1S(=O)(=O)c1cc(F)ccc1F (stereo unspecified)
-2.7% | -9.2% | ? | COc1ccc2cc([C@H](C)C(=O)OCc3cn(CC(=O)c4ccc(O)cc4)nn3)ccc2c1
-6.0% | -8.0% | 35.3%[activator] | COCCC(=O)N1CCCC(C(=O)c2ccccc2SC)C1 (stereo unspecified)
-3.4% | 13.1% | 16.0% | O=c1c2ccccc2oc2cc(C#Cc3ccccn3)ccc12
-21.5% | -0.4% | 3.6% | CC(=O)OCC1CC(COC(C)=O)C(COC(C)=O)CC1COC(C)=O (stereo unspecified)
0.8% | -2.6% | 13.9% | Nc1nonc1-n1nnc(C(=O)N/N=C/c2cccc(F)c2)c1CN1CCCC1
-5.5% | -20.8% | -4.5% | COc1cccc(OC)c1OC(=O)c1ccccc1
-13.3% | 1.2% | 18.1% | COc1ccc(C(=O)NCCNc2nc3c(C)cccc3cc2C#N)cc1
-6.0% | -25.9% | 21.6% | Cc1ccc(-n2nnnc2-c2ccccc2Br)cc1
-15.2% | 7.4% | 11.6% | O=C(O)C1=C[C@@H](c2ccc(Br)cc2)C[C@@H](OCCCCO)O1
-10.5% | 12.4% | 0.7% | COc1ccc(-c2ccc3c(c2)C2CC3CCN2C(=O)OCc2ccccc2)cc1 (stereo unspecified)
-10.8% | 0.0% | -26.6% | CCNC(=O)NC1c2ccccc2CSc2ccccc21 (stereo unspecified)
-13.3% | 2.9% | -22.3% | COc1ccc(CN(C)C(=O)C(CCSC)NS(=O)(=O)c2ccc3c(c2)OCCO3)c(OC)c1OC (stereo unspecified)
-4.8% | -0.6% | -4.4% | CCCNC1(C(N)=O)CCN(Cc2ccccc2)CC1
2.3% | -4.9% | 21.5% | C[C@@H]1CN(S(=O)C(C)(C)C)[C@@H](CCO)/C1=C\CCO (stereo partly specified)
-18.4% | -9.6% | ? | COc1cc(Cl)c(CNC[C@H]2O[C@@H](n3ccc(=O)[nH]c3=O)[C@H](O)[C@@H]2O)c(Cl)c1O
-15.4% | 1.0% | 43.1% | CCN1C[C@@H]2[C@@H]3C(=O)N(C)C(=O)[C@@H]3[C@](Cc3ccccc3)(C1=O)N2C(=O)c1ccc(Cl)cc1

Grouped by structure, those above containing a COOH group.
POLH inh | POLK inh | POLI inh | SMILES
89.1µM* | 8.4% | ? | COc1cc2c(O)cc(C(=O)O)c(-c3cc(OC)c(OC)c(OC)c3)c2cc1OC
-14.9% | -1.2% | 17.6% | CC1CCCCCCC1OC(=O)c1ccccc1C(=O)O (stereo unspecified)
-4.5% | -18.2%&1.9% | -8.9%&38.3% | O=C(O)C[C@H]1c2ccc(C(F)(F)F)cc2S(=O)(=O)N1C1CCCCC1
-15.2% | 7.4% | 11.6% | O=C(O)C1=C[C@@H](c2ccc(Br)cc2)C[C@@H](OCCCCO)O1

Three structures already listed, ordered by heavy-atom count, largest number first:
POLH inh | POLK inh | POLI inh | SMILES
-4.5% | -18.2%&1.9% | -8.9%&38.3% | O=C(O)C[C@H]1c2ccc(C(F)(F)F)cc2S(=O)(=O)N1C1CCCCC1
-6.0% | -8.0% | 35.3%[activator] | COCCC(=O)N1CCCC(C(=O)c2ccccc2SC)C1 (stereo unspecified)
-6.8% | 1.1% | 7.1% | Cc1ccc(-c2cc3nc4c(c(=O)n3[nH]2)CCCC4)cc1

Continuation.
POLH inh | POLK inh | POLI inh | SMILES
-4.4% | 2.6%&-11.9% | -12.6%&6.9% | COC(=O)C1N[C@@H]([C@@H](NC(=O)COc2ccccc2)C(=O)NCc2ccccc2)SC1(C)C (stereo partly specified)
-4.5% | -6.3% | 25.2% | F[B-](F)(F)c1cnc2ccccc2c1
-5.0% | 4.6% | ? | CC(C)C[C@@H](CNCC(=O)[C@H](CC(C)C)NC(=O)c1[nH]cnc1C(=O)N[C@H](CN)CC(C)C)NC(=O)c1nc[nH]c1C(=O)N[C@@H](CC(=O)O)C(=O)O
-17.6% | -0.9% | 105.9%[activator] | O=C1CCC(C2CCc3cc(O)ccc3C2)C1 (stereo unspecified)
-18.7% | -22.0% | -5.7% | O=C(CNCc1ccc(Cl)cc1)Nc1cc(S(=O)(=O)N2CCCC2)ccc1Cl
-14.8% | 5.2% | -22.5% | CCN(CC)CCNC(=O)c1ccc(NC(=O)c2cccc(S(=O)(=O)N3CCCCCC3)c2)cc1
-22.3% | 3.9% | -6.4% | COc1ccc(C(CNC(=O)c2cc(S(=O)(=O)Nc3cccc(C)c3)ccc2C)N2CCOCC2)cc1 (stereo unspecified)
-19.7% | -0.5% | 2.2% | C#CC1(O)CCC2C3CCc4cc(O)cc(C)c4C3CCC21C (stereo unspecified)
6.0% | -6.0% | -13.2%[58.9 µM] | C/C(=N\Nc1cc(Cl)nc(C)n1)c1ccc(C)cc1
-15.0% | -10.0% | 25.5% | Cc1cc(Br)ccc1NC(=O)CN(C)C(=O)c1cccc(S(=O)(=O)N2CCN(C)CC2)c1
-15.8% | -10.1% | 4.3% | NC(=O)C1=C(N=C2CCCCC2)CCCC1
-5.1% | -4.2% | -6.9% | CCOc1ccccc1NC(=O)COC(=O)C1CCC1
0.4% | -5.2% | -7.6% | Cc1cc2c(cc(C(=O)OC(C)C(=O)NCc3ccc(F)cc3)n2C)o1 (stereo unspecified)
-24.1% | -0.9% | 23.4% | CC1C(=O)C(C)C(c2ccccc2)N(N=O)C1c1ccccc1 (stereo unspecified)

Taken from above:
NC(=O)C1=C(N=C2CCCCC2)CCCC1 in POLI inh → 4.3%
O=C1CCC(C2CCc3cc(O)ccc3C2)C1 (stereo unspecified) in POLK inh → -0.9%
COc1ccc(C(CNC(=O)c2cc(S(=O)(=O)Nc3cccc(C)c3)ccc2C)N2CCOCC2)cc1 (stereo unspecified) in POLK inh → 3.9%
